Efa HMGR inh: inhibitors of E. faecalis class II HMGR, primary screen, biochemical, Enterococcus faecalis | purified E. faecalis HMGR, NADPH absorbance 340 nm kinetic | actives 0.41% (n = 190,000) | inhibition, % at 10 µM | HMG-CoA reductase (Enterococcus faecalis, mvaE) | AID 1066, 2008;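 active means inhibition above a set limit, the median over all tested compounds plus 3 SD, cut at about 9.5% in these data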;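 further: enzyme runs in reverse so mevalonate oxidation gives rising NADPH absorbance; 0% = complete reaction with DMSO and 100% = background rate lacking mevalonate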
bIAP act: bovine intestinal alkaline phosphatase activators, primary screen, biochemical, bovine IAP, CDP-star luminescence; purified bovine IAP, 30 min; stronger effect = higher value; fold of DMSO-control signal, blank-subtracted; alkaline phosphatase, intestinal [Bos taurus]; actives 0.17% (n = 200,000); activation factor at 20 µM;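 active means activation factor of 2 or more at 20 µM, a signal rise over negative controls twice the positive control's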
TNAP inh no acc: human TNAP enzyme inhibitors, primary screen, biochemical, luminescent, no phosphate acceptor, uHTS; purified TNAP, CDP-star luminescence, 30 min; inhibition, % at 20 µM; actives 0.26% (n = 200,000); AID 1012, 2008; Alkaline phosphatase, tissue-nonspecific isozyme (Homo sapiens), P05186;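 active means tissue-nonspecific alkaline phosphatase inhibition above about 50% at 20 µM in the single-dose screen, limit read from the data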;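 further: 0% = DMSO negative control and 100% = EDTA positive control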
Target sequence (P05186 whole entry, looked up): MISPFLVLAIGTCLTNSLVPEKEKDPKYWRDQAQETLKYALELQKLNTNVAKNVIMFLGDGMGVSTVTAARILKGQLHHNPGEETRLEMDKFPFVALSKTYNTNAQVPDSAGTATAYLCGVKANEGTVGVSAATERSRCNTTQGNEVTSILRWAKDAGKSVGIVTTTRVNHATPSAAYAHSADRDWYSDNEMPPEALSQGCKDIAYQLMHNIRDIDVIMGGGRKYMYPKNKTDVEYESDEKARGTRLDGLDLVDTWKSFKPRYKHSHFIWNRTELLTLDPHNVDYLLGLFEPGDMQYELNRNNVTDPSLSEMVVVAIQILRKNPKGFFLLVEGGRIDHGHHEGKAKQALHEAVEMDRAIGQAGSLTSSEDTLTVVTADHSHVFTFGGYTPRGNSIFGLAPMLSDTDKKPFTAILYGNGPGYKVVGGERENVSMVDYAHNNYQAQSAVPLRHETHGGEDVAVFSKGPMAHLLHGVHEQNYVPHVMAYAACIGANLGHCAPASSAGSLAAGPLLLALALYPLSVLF
TR-FRET SRC-2 ct: TR-FRET signal artefacts, primary screen, artefact control for PPARgamma SRC-2 agonist project, biochemical; TR-FRET artefact counter-screen; stronger effect = higher value; TR-FRET ratio at 8 µM; actives 0.4% (n = 200,000); AID 1049, 2008; in the data active means TR-FRET ratio above about 2000; further: inactives centre near 1500
bIAP inhibitor: bovine intestinal alkaline phosphatase inhibitors, primary screen, selectivity assay for TNAP inhibitor project, biochemical, bovine IAP, CDP-star luminescence | purified bovine IAP, 30 min | inhibition, % at 20 µM | 190,000 tested, under 10 active | AID 1019, 2008;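 active means over 50% inhibition of intestinal alkaline phosphatase at 20 µM in the single-dose screen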
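System: purified bovine intestinal alkaline phosphatase (IAP) enzyme; Input: IAP diluted 1/65,000,000 in the well; Measured by: CDP-star luminescence signal; Compound dosing: 20 µM single dose; Incubation: 30 min reaction at room temperature.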
TNAP inh hi DEA: human TNAP enzyme inhibitors, primary screen, biochemical, luminescent, high phosphate acceptor level, uHTS; Alkaline phosphatase, tissue-nonspecific isozyme (Homo sapiens), P05186; purified TNAP, CDP-star luminescence, 1 M DEA; inhibition, % at 20 µM; actives 0.03% (n = 200,000);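 active means over 50% inhibition of tissue-nonspecific alkaline phosphatase at 20 µM in the single-dose screen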;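 further: plate controls were DMSO wells for no effect and EDTA-quenched wells as full inhibition for full effect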
PPARg SRC-3 ag: PPARgamma agonists recruiting SRC-3 coactivator, primary screen, biochemical; AID 731, 2007; biochemical PPARgamma/SRC-3 coactivator recruitment assay; actives 0.26% (n = 200,000); Peroxisome proliferator-activated receptor gamma (Homo sapiens), P37231; activation, % at 8 µM; in the data active means activation above about 23%;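 further: 0% = DMSO and 100% = reference agonist; some compounds past the cut are filed as inactive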
Target sequence (P37231 whole entry, looked up): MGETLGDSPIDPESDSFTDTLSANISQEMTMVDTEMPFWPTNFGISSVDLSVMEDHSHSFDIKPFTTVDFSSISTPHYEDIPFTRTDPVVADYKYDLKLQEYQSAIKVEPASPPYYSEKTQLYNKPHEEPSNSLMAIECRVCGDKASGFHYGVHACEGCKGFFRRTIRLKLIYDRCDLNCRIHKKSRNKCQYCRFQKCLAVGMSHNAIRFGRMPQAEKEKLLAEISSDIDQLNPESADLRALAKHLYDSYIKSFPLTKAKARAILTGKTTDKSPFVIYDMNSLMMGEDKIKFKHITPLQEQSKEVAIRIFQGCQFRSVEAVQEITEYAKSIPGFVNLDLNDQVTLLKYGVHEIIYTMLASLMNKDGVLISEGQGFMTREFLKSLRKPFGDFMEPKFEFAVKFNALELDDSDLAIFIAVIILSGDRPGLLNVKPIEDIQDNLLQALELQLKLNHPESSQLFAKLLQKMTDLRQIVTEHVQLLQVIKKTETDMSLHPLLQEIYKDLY
PPARg SRC1 recr: PPARgamma agonists recruiting SRC-1 coactivator, primary screen, biochemical; Peroxisome proliferator-activated receptor gamma (Homo sapiens), P37231; PPARgamma-SRC-1 coactivator recruitment biochemical assay; activation, % at 8 µM; actives 0.41% (n = 200,000); AID 631, 2007; in the data active means activation above about 19%;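 further: 0% = DMSO and 100% = reference agonist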
TNAP act hi DEA: TNAP activators at high phosphate acceptor level, primary screen, biochemical, luminescence, uHTS; Alkaline phosphatase, tissue-nonspecific isozyme (Homo sapiens), P05186; purified TNAP, CDP-star luminescence, 1 M DEA, 30 min; stronger effect = higher value; 0 = EDTA background, 1 = DMSO-only activity; activation factor at 20 µM; 200,000 tested, under 10 active;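 active means activation factor at least 2 at 20 µM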
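Dosing: 20 µM single point. System: human TNAP. Amount: TNAP 1/800 final. Incubation: 30 min, room temperature. Read-out: TNAP activation factor scaled between EDTA and DMSO control wells. Signal: luminescence from CDP-star hydrolysis. Medium: 1 M DEA, pH 9.8, Mg2+, Zn2+. Control set: EDTA negative control, DMSO positive control.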
PPARg SRC-2 ag: agonists of PPARg-SRC-2 recruitment, primary screen, biochemical, HTS; Peroxisome proliferator-activated receptor gamma (Homo sapiens), P37231; PPARgamma LBD-SRC-2 recruitment; activation, % at 8 µM; actives 0.34% (n = 200,000); in the data active means activation above about 22%;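 further: 0% = vehicle and 100% = reference agonist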
* hit, by the source's call; · = no result given.

Structure	Efa HMGR inh	bIAP act	TNAP inh no acc	TR-FRET SRC-2 ct	bIAP inhibitor	TNAP inh hi DEA	PPARg SRC-3 ag	PPARg SRC1 recr	TNAP act hi DEA	PPARg SRC-2 ag
COCCCNC(=O)CN(c1cccc(Cl)c1)S(C)(=O)=O	-1	1	-11	1389	3	-4	-3	8	1	-1
COCCCNC(=S)N(Cc1ccccc1)Cc1ccc(F)cc1	0	1.1	-5	1849	-5	-2	2	-1	1	12
Cn1cc(C(=O)N2CCc3ccccc32)cn1	-3	0.9	-7	1616	10	-4	9	6	1	4
CC1CCc2sc(C(=O)NN=C3CCC(c4ccccc4)CC3)cc2C1 (stereo not given)	-5	0.9	-2	1753	13	-5	-1	-3	1.1	-2
CCNC(=O)/C=C/c1ccccc1[N+](=O)[O-]	-3	0.9	0	1289	14	-1	1	-6	1	-6
Cn1c(NC(=O)c2ccc(S(=O)(=O)N3CCOCC3)cc2)cc(=O)n(C)c1=O	1	1.3	-6	1417	-26	-6	0	-8	1.1	1
COc1ccccc1C(OC(=O)c1ccco1)C(=O)NC(C)(C)C (stereo not given)	3	1	-9	1254	0	-3	-2	-2	1	-7
CCOc1ccccc1NC(=O)Cn1c(C)cc(COC)c(C#N)c1=O	-2	1	9	1586	1	-3	8	10	1	15
CC(=O)N(Cc1ccc(F)cc1)c1cccc(C)c1C	1	1	-10	1563	-1	1	1	4	1	4
COc1ccc(C(=O)NC2CCN(S(=O)(=O)Cc3ccccc3)CC2)c(OC)c1	-2	0.9	-11	1485	7	-4	10	2	1	9
Cc1ccc(-c2cc(-c3ccc(C)o3)nc(N)c2C#N)cc1	2	1	-8	1596	-4	-4	-1	10	1	13
Cc1cccc(NC(=O)CSc2ncnc3nc[nH]c23)c1C	-2	0.9	-9	1647	5	-2	5	2	1	3
Cc1ccc(C)c(N(CC(=O)NCCSCc2ccco2)S(C)(=O)=O)c1	-5	1	-12	1455	-4	-5	-1	7	1.1	1
O=[N+]([O-])c1ccc(N2CCN(c3ccc(O)cc3)CC2)c(Cl)c1	-7	0.8	-5	1612	17	1	4	-4	1	6
COc1ccc2[nH]c(-c3ccc(C)cc3)cc(=O)c2c1	-5	1	-11	1436	0	0	0	2	1	2
Cc1cccc(Nc2ncc3c(n2)CC(c2ccco2)CC3=O)c1 (stereo not given)	1	0.8	-11	1398	16	-2	0	-3	1	-6
Cc1c(CCOC(=O)CC23CC4CC(CC(C)(C4)C2)C3)sc[n+]1CC(=O)c1ccccc1	6	0.6	1	1482	43	24	3	2	0.8	4
CN(C)c1cccc2c(S(=O)(=O)Nc3ccccn3)cccc12	-1	0.9	-10	1399	13	-4	6	11	1	4
O=C1NC(NS(=O)(=O)c2ccccc2)(C(F)(F)F)C(=O)N1Cc1cccnc1 (stereo not given)	0	0.9	-6	1511	8	-1	-1	4	1	4
COc1ccc(CCn2c(C)nc3ccccc3c2=O)cc1OC	-4	1.2	-6	1603	-20	0	3	10	1	2
C/C(=N/NS(C)(=O)=O)c1ccc2ccccc2c1	-3	1	-5	1614	2	-1	16	0	1	6
COc1ccc(C(=O)O/N=C(\N)Cc2ccc(Cl)cc2Cl)cc1OC	0	0.8	-9	1569	22	-4	1	4	1	-2
COc1nc(NCC(C)C)nc(Oc2ccc(OCc3ccccc3)nn2)n1	1	1	-9	1497	0	-3	4	2	1	9
CSC[C@@H]1NC(=S)N(c2ccc(C)cc2)C1=O	2	0.7	-5	1369	28	2	5	3	1	-1
COCC1CCN(Cc2cn[nH]c2-c2cc(OC)c(OC)c(OC)c2)CC1	11*	1	-3	1555	2	-4	4	10	1	-5
CN(C(=O)c1cc2nc(-c3ccco3)cc(C(F)(F)F)n2n1)C1CCCCC1	4	0.9	-7	1637	6	-2	9	0	1	12
O=C(NNS(=O)(=O)c1ccc(F)cc1F)C1Cc2c(ccc3ccccc23)O1 (stereo not given)	0	0.9	-8	1489	6	-1	1	6	1	2
CCCNC(=S)Nc1ccc(S(N)(=O)=O)cc1	0	0.7	-6	1505	33	-5	-3	13	1	2
OCCNCc1cccc(OCc2ccc(Cl)cc2)c1	-2	1.1	0	1432	-8	-6	3	3	1.1	7
O=C1C(=O)N(c2ccccc2)c2ccccc21	-1	0.9	-10	1439	15	-5	-2	-1	1	-2
COc1ccccc1C(=O)Nc1cc(-c2nn3c(C)nnc3s2)ccc1C	·	·	·	1597	·	·	4	-1	·	10
CN1CCc2c(sc3c2C(=O)NC(c2cn(Cc4ccccc4)c4ccccc24)N3)C1 (stereo not given)	3	0.6	-6	1532	43	2	12	6	1	5
CCN(CC)c1ccc(C=Nc2ccc(C#N)cc2)c(O)c1	7	0.9	-4	1531	9	-2	-1	-2	1	9
COCC(C)n1c(C)cc(C(=O)CSc2ncccn2)c1C (stereo not given)	-1	1.1	-8	1627	-7	-2	0	-4	1	-1
CCOC(=O)c1nnc(-c2ccccc2)nc1Sc1ccccc1Cl	-5	0.9	-6	1515	12	-3	10	5	1	8
CCCN(C(=O)CSc1nnnn1C)C1CCS(=O)(=O)C1 (stereo not given)	-9	1	-15	1599	1	-6	-1	6	1.1	3
CCOC(=O)C1CCN(C(=O)COc2ccc(N(C)S(=O)(=O)c3ccc(C)cc3)cc2)CC1	-1	1.1	-5	1569	-8	2	3	3	1	3
Oc1cccc(/C=N/N(Cc2ccccc2)c2ccccc2)c1	-13	1	-7	1348	-2	0	-3	8	1	-8
Cc1ccc(N=CC2=C(O)CC(c3cccc(Cl)c3)CC2=O)cc1 (stereo not given)	-4	1	-14	1454	1	3	-2	0	1	4
O=C1c2ccccc2C(=O)N1CCCc1nc(-c2ccncc2)no1	-2	0.9	-15	1511	9	-6	0	1	1.1	3
COc1ccc(-c2cc(COc3ccccc3)on2)cc1	-5	0.9	-10	1720	7	0	3	10	1	0
CSc1ccccc1C(=O)Nc1cccc(C(C)O)c1 (stereo not given)	0	1	-10	1428	2	-4	-7	12	1	9
Cc1sc2c3ccsc3ccc2[n+]1C	1	0.8	-2	1505	18	-5	0	5	1.1	7
O=C(C[n+]1ccc(C(=O)N/N=C/c2ccc(Br)cc2)cc1)c1ccccc1	-6	0.2	16	1379	·	11	2	4	0.9	4
O=C(Cc1ccc(S(=O)(=O)N2CCOCC2)s1)Nc1ccc(N2CCOCC2)cc1	1	1	-3	1591	0	-3	1	2	1	3
Cc1nc(C)c(C(=O)C2=C(O)C(=O)N(CCN(C)C)C2c2cccs2)s1 (stereo not given)	-11	1	-12	1380	-2	-1	-3	-5	1	-2
COc1ccc(Br)cc1/C=C/C(=O)NCC(=O)O	-2	1	-7	1744	-4	-3	2	15	1	-2
S=C(NCc1cccnc1)Nc1ccc(Cl)cc1	-2	1	-12	1537	2	-5	8	10	1	4
Cc1ccc(CCNC(=O)NC(C)(C)C)cc1	-6	0.9	-9	1543	13	0	4	6	1	12
CSc1nc(Oc2ccc3ccccc3c2)c2ccccc2n1	-1	0.8	5	1642	17	-6	-6	1	1.1	7
Cc1ccc(C)c(OCCCC(=O)N2CCOCC2)c1	-2	1	-5	1296	2	-2	1	-1	1	0
CCOC(=O)C1=C(C)NC(SCC(=O)OC)=C(C#N)C1c1ccc(C(=O)OC)cc1 (stereo not given)	-3	1.2	-11	1328	-18	-7	-1	-5	1.1	-3
COC(=O)c1cc(NC(=O)Cn2c(=O)cnc3ccccc32)cc(C(=O)OC)c1	3	0.9	-11	1487	9	-6	1	3	1.1	-8
COc1ccc(NC(=O)c2sc3nc(Cc4ccccc4)cc(C(F)(F)F)c3c2N)cc1OC	2	1	-1	1654	3	2	1	4	1	4
CCC(CC)C(=O)N1CC(=O)Nc2ccc(Br)cc2C1c1ccccc1 (stereo not given)	-5	0.9	3	1425	9	-4	-2	-6	1	-2
O=C(Nc1ccccn1)c1cc(-c2cccnc2)nc2ccc(Br)cc12	-5	0.9	-2	1776	6	4	1	6	1	8
CN(c1ccc(F)cc1)S(=O)(=O)c1ccc(Cl)c(C(=O)Nc2ccc3c(c2)CCC3)c1	4	1	-11	1703	4	0	-2	4	1	11
Cc1ccc2[nH]c(=O)c(CN(C(=O)c3cccs3)c3ccccc3)cc2c1	-7	0.9	-6	1492	6	-2	5	4	1	12
Cc1cc(=O)[nH]c(SCc2nc3ccccc3s2)n1	-4	0.9	1	1496	7	6	-14	-1	0.9	-12
COc1cc(C2C(C#N)=C(N)Oc3c2oc(CO)cc3=O)cc(OC)c1OC (stereo not given)	1	1	-12	1600	3	-1	0	-3	1	-1

An excerpt from above in order of their number in TNAP inh hi DEA, largest number first:
SMILES,Efa HMGR inh,bIAP act,TNAP inh no acc,bIAP inhibitor,TNAP inh hi DEA,TNAP act hi DEA
Cc1cc(=O)[nH]c(SCc2nc3ccccc3s2)n1,-4,0.9,1,7,6,0.9
Cc1ccc(C)c(OCCCC(=O)N2CCOCC2)c1,-2,1,-5,2,-2,1
CCC(CC)C(=O)N1CC(=O)Nc2ccc(Br)cc2C1c1ccccc1 (stereo not given),-5,0.9,3,9,-4,1

Next structures.
Structure	Efa HMGR inh	bIAP act	TNAP inh no acc	TR-FRET SRC-2 ct	bIAP inhibitor	TNAP inh hi DEA	PPARg SRC-3 ag	PPARg SRC1 recr	TNAP act hi DEA	PPARg SRC-2 ag
Cc1ccc(Cn2c(=N)c(C#N)cc3c(=O)n4cccc(C)c4nc32)cc1	0	1.1	-1	1627	-9	3	2	-5	1	10
Cc1cc(NC(=O)Nc2cccc(C(F)(F)F)c2)no1	0	1	-4	1552	1	2	19	-4	1	7
O=[N+]([O-])c1cccc(Cl)c1N1CCOCC1	0	1.1	-7	1612	-11	-3	0	1	1	-5
CC(C)(C)c1ccc(/C=N/NC(=S)NCc2ccccc2)cc1	0	1.1	-2	1408	-5	-1	-5	2	1	-7
CCc1nc(SCc2nnc(-c3ccc(C)cc3)o2)c2c(C)c(C)sc2n1	·	·	·	1643	·	·	10	0	·	-2
Cc1cc(C)c2cc(CN(Cc3ccco3)C(=S)NCC3CCCO3)c(=O)[nH]c2c1 (stereo not given)	-2	1.1	-4	1511	-15	-8	-1	-7	1.1	-4
